# Assay outcomes: PubChem, National Center for Advancing Translational Sciences (NCATS)
# mIDH1 inhibitor: qHTS for Inhibitors of mutant isocitrate dehydrogenase 1 (IDH1): qHTS; Isocitrate dehydrogenase [NADP] cytoplasmic (Homo sapiens), O75874; IDH1-R132H enzyme, NADPH consumption, diaphorase/resazurin fluorescence; Potency, µM (series often up to 76.6 µM), for inactives: at the top dose activity change, negative = inhibition, hits mostly inhibitors; actives 0.093% (n = 390,000); AID 602179, 2012; note: potency is the fitted concentration of half-maximal effect; % is set by controls: 0 for no effect and ±100 for the full control effect; nearly all actives have a fitted effect of over 65% in size
#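 IDH1-R132H (0.5 ug/mL dispensed) in pH 7.5 Tris buffer was preincubated 30 min with compound, then given a substrate mix of 0.016 mM NADPH and 2 mM alpha-KG for 80 min at room temperature; remaining NADPH was read by diaphorase/resazurin fluorescence.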
# USP1 inh: Inhibitors of USP1/UAF1: Primary Screen. Ubiquitin carboxyl-terminal hydrolase 1 (Homo sapiens), O94782. recombinant USP1/UAF1, Ub-Rhodamine cleavage fluorescence. Potency, µM (titrated, usually from 57.1 µM), without a hit: at the highest dose activity change, negative = inhibition, actives largely listed as inhibitors. actives 0.23% (n = 390,000). AID 743255, 2014; note: potency is the fitted concentration of half-maximal effect; % is set by controls: 0 for no effect and ±100 for the full control effect; nearly all actives have a fitted effect of over 60% in size; inactives centre near -12
#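 High-throughput fluorogenic screen: 1nM USP1/UAF1 complex, Ub-Rho substrate 150nM final, 50mM HEPES pH 7.8 with 0.5mM EDTA, 0.1 mg/ml BSA, 1mM TCEP and 0.01% Tween-20.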
# TrxR1 substrate: qHTS Assay for Substrates of Mammalian Selenoprotein Thioredoxin Reductase 1 (TrxR1): qHTS. Thioredoxin reductase 1, cytoplasmic (Rattus norvegicus), O89049. purified TrxR1 substrate turnover, NADPH consumption readout. Potency, µM (series often up to 114 µM), inactives show at the top dose activity change, negative = substrate turnover. actives 0.01% (n = 390,000); note: potency is the fitted concentration of half-maximal effect; % is set by controls: 0 for no effect and ±100 for the full control effect; nearly all actives have a fitted effect of over 50% in size
#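 Rat TrxR1, dispensed at 90 nM, was prereduced with 400 uM NADPH (final) for 5 min at ~22 deg C, then incubated with compound 15 min before 400 uM selenite. A first-read NADPH fluorescence drop versus no-compound background flagged substrates.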
# TrxR1 inh: qHTS Assay for Inhibitors of Mammalian Selenoprotein Thioredoxin Reductase 1 (TrxR1): qHTS; Thioredoxin reductase 1, cytoplasmic (Rattus norvegicus), O89049; recombinant rTrxR1, NADPH fluorescence consumption, selenite substrate; Potency, µM (top dose mostly 114 µM), for inactives: at the top dose activity change, negative = inhibition, actives largely listed as inhibitors; actives 1% (n = 390,000); note: potency is the fitted concentration of half-maximal effect; % is set by controls: 0 for no effect and ±100 for the full control effect; nearly all actives have a fitted effect of over 65% in size
#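 Rat TrxR1 (90 nM in the dispensed reagent) was pre-reduced with 400 uM NADPH for 5 min at room temperature, then incubated with compound for 15 min. After 400 uM selenite was added, NADPH fluorescence (Ex 340/Em 450 nm) was followed for 8 min.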
# PGK inhibitor: qHTS Assay to Find Inhibitors of Phosphoglycerate Kinase; Phosphoglycerate kinase, glycosomal (Trypanosoma brucei brucei), P07378; PGK/GAPDH coupled, Kinase-Glo luminescence, 60 min; Potency, µM (highest dose often 57.5 µM), without a hit: at the top dose activity change, negative = inhibition, usual class: inhibitors; actives 0.043% (n = 380,000); note: potency is the fitted concentration of half-maximal effect; % is set by controls: 0 for no effect and ±100 for the full control effect; nearly all actives have a fitted effect of over 60% in size
#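 Luminescent ATP detection (Kinase-Glo Plus) follows a 60-minute room-temperature incubation, with wells lacking PGK as controls. Buffer: 100 mM TEA (pH 7.6), 5 mM MgCl2, 0.01% Tween-20. Coupling enzyme GAPDH (100 nM final) supplies unstable 1,3-BPG in-well.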
# GLS inh: qHTS for Inhibitors of Glutaminase (GLS) | Glutaminase kidney isoform, mitochondrial (Homo sapiens), O94925 | GLS enzymatic activity, qHTS titration | Potency, µM (top dose mostly 45.5 µM), without a hit: at the highest dose activity change, negative = inhibition, hits mostly inhibitors | actives 0.21% (n = 410,000) | AID 624170, 2012; note: potency is the fitted concentration of half-maximal effect; % is set by controls: 0 for no effect and ±100 for the full control effect
# Target sequence (O94925 whole entry, looked up, canonical isoform): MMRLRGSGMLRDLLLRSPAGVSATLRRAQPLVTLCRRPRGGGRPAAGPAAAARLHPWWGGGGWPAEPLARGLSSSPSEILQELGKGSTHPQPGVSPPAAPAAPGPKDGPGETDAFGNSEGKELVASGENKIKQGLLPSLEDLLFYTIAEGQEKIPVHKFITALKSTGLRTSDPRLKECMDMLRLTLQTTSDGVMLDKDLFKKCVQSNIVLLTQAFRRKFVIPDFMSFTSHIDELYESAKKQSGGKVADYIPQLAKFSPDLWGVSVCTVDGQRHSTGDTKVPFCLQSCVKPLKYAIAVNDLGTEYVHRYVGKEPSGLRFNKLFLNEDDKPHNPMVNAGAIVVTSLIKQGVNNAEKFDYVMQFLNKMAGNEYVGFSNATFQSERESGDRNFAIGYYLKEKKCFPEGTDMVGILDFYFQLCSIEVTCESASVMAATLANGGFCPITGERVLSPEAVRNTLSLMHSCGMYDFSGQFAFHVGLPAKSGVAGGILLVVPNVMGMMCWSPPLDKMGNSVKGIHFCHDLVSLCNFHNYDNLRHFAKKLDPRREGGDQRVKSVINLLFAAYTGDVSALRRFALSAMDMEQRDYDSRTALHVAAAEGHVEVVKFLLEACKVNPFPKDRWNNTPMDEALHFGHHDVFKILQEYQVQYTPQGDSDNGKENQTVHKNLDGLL
#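 Assay buffer: 45 mM KH2PO4 pH 8.2, 0.02% Tween-20. hKGA acts on L-glutamine (1 mM solution added); product glutamate is reported by an oxidase/peroxidase Amplex Red coupling, with fluorescence taken at baseline and 30 min.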
# PI4K2A block: qHTS for small molecular inhibitors of PI4K2A; actives 0.13% (n = 420,000); Phosphatidylinositol 4-kinase type 2-alpha (Homo sapiens), Q9BTU6; purified PI4K2A, ADP-Glo luminescence, 1 h; stronger effect = lower value; activity change, negative = inhibition, % at 76.9 µM; in the data active = activity change below about -50%; inconclusive = mostly about -30% to -49%;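 note: -100% = wells without enzyme as full effect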
#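 In this quantitative HTS, ADP production by PI4K2A was quantified luminescently after 1 h at ambient temperature; 100 microM adenosine served as plate-quality control.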
# HP1b binding inh: HTS for Inhibitors of HP1-beta Chromodomain Interactions with Methylated Histone Tails; AlphaScreen HP1-beta / biotin-H3K9me3 peptide binding; Chromobox protein homolog 1 (Homo sapiens), P83916; actives 0.56% (n = 390,000); Potency, µM (highest dose often 114 µM), for the others: top-dose activity change, negative = inhibition, actives largely listed as inhibitors; note: potency is the fitted concentration of half-maximal effect; nearly all actives have a fitted effect of over 70% in size; inactives centre near 23
# Target sequence (P83916 whole entry, looked up): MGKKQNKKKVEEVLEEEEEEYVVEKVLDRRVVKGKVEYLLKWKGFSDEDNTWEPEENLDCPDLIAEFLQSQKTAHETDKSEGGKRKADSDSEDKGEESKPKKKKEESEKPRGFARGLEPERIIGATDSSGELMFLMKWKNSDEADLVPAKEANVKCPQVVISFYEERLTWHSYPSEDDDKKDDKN
#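 AlphaScreen: HP1-beta (50 nM) preformed 30 min with biotin-H3(1-18)K9me3 peptide (50 nM) in PBS pH 7.4, 0.01% Tween-20. Compound added for 30 min at RT, then streptavidin donor/nickel chelate acceptor beads (10 ug/mL) for 30 min.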
# Pin1 inh: qHTS Assay to Find Inhibitors of Pin1; Pin1 FP peptide displacement, HiFluor488, 10 min; Potency, µM (top dose mostly 115 µM), for inactives: top-dose activity, negative = inhibition, hits mostly inhibitors; actives 0.009% (n = 390,000); active = well fitted inhibition curve with a large enough effect in the polarisation, with a control signal flat, not every such curve was filed as active; inconclusive = small, poorly fitted or top-dose-only effect, or effect the other way, or a change in a side signal; inactive = no such curve, though single readings can be large or run the other way; the % refers to the polarisation; note: potency is the fitted concentration of half-maximal effect; % is set by controls: 0 for no effect and ±100 for the full control effect
# Target sequence (Q13526 whole entry, looked up): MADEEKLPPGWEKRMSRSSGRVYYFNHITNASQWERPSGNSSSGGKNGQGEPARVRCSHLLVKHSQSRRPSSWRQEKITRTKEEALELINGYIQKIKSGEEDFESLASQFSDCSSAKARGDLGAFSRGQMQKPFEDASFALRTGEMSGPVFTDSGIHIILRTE
# Active calls of the source: *; i = inactive; ? = inconclusive; [ ] = remark or other dose. Unless noted, calls come from the whole dose curve; as a rule, active = well fitted curve in the direction sought with a large enough effect; inconclusive = small, poorly fitted or top-dose-only effect, or another doubt; inactive = no such curve, though single readings can be large; an effect the other way counts as inactive or inconclusive. The list is partial; count on the stated rates, not on these rows.
# Each structure is followed by: mIDH1 inhibitor	USP1 inh	TrxR1 substrate	TrxR1 inh	PGK inhibitor	GLS inh	PI4K2A block	HP1b binding inh	Pin1 inh
O=C(NC(=S)NCc1ccc2c(c1)OCO2)c1ccccc1
  0.4%	-24.8%	7.8%[57.1 µM]	-58.2%	-8.8%	-0.1%	0.8	-10.3%	1.8%
CCOC(=O)c1cc(-c2nnc(-c3cc(OC)c(OC)c(OC)c3)o2)c(C)nc1C
  -1.2%	-3.0%	9.9%[57.1 µM]	17.9%[57.1 µM]	2.7%	-2.9%	4.1	31.7%	1.4%
CC(C)N(Cc1ccccc1)C(=O)COC(=O)C1CCN(S(=O)(=O)c2ccc3c(c2)OCCO3)CC1
  -10.9%	-14.7%	9.1%[57.1 µM]	17.0%[57.1 µM]	-0.3%	-3.9%	-9.9	9.9%	19.0%
O=C(O)CCC(NC(=S)Nc1ccccc1)C(=O)O (configuration not stated)
  -3.3%	-0.9%	2.0%	6.0%	8.4%	?	-0.2	24.4%	-1.9%
Cc1cc(NC(=O)C(C)SCC(=O)N(C)CC(=O)Nc2ccccc2Br)no1 (configuration not stated)
  2.9%	-21.4%	-10.1%	-2.3%	i	-2.9%	-5.6	27.4%	-3.0%
Cc1nnc2n(Cc3ccccc3)c(=O)c3c4c(sc3n12)COC(C(C)C)C4 (configuration not stated)
  8.0%	5.7%	-6.7%	-4.7%	i	1.7%	13.6	42.9%[activator]	2.3%
Cc1cc(NS(=O)(=O)c2ccc(NC(=O)C(C)N3C(=O)c4ccccc4C3=O)cc2)nc(C)n1 (configuration not stated)
  0.3%	3.0%	6.4%	27.1%	-4.5%	8.8%	5.6	16.6%	-2.1%
c1ccc(-c2ccccc2-c2nc(-c3cccnc3)no2)cc1
  7.8%	-18.3%	-4.6%	-5.6%	9.5%	17.1%	9.2	146.6%	-5.6%
CCCn1nnnc1NC(=O)COc1ccc(Cl)c(C)c1
  1.7%	-13.1%	5.1%	13.7%	0.2%	5.3%	3.8	20.0%	-9.5%
CCOC(=O)/C=C1\SCC(=O)N1CC(=O)NC(c1ccccc1)c1ccccc1
  -1.4%	-19.8%	-3.5%	0.8%	-1.7%	12.1%	-3.5	25.5%	32.3%[activator]
COc1ccc(CC(=O)Nc2ccc(S(=O)(=O)Nc3ncccn3)cc2)cc1OC
  0.9%	-4.5%	-1.6%	13.1%	-9.6%	-14.0%	2.1	11.0%	1.4%
Cc1cc(C)cc(NC(=O)C(OC(=O)c2cccs2)c2ccccc2)c1 (configuration not stated)
  0.0%	-7.8%	2.9%[57.1 µM]	10.3%[57.1 µM]	-6.4%	3.6%	-4.7	46.3%[activator]	-4.5%
O=C(NC1CCCc2c1cnn2-c1ccc(F)cc1F)c1cnccn1 (configuration not stated)
  -0.3%	-15.6%	7.6%[57.1 µM]	9.4%[57.1 µM]	i	0.0%	6.3	13.1%	2.3%
Cc1cccc(OCc2ccc(-c3nc(C#N)c(N4CCC(C(N)=O)CC4)o3)o2)c1
  13.8%	-17.4%	21.8%	-34.3%	-1.0%	-12.1%	-3.5	-23.6%	?
CC(C)C(NS(=O)(=O)c1ccccc1F)C(=O)N1CCc2ccccc2C1 (configuration not stated)
  1.0%	-14.7%	2.9%[57.1 µM]	5.1%[57.1 µM]	-0.7%	3.3%	-2.4	-1.3%	-4.1%
O=C(NC(=S)NC(CO)Cc1ccccc1)c1ccc(F)cc1 (configuration not stated)
  -8.8%	-24.6%	-4.2%	4.2%	i	4.5%	-5.8	14.9%	-1.7%
Cc1ccc(NC(=O)CN(C)C(=O)c2ccc(Cl)nc2)cc1
  6.5%	?	3.3%[0.457 µM]	22.5%	i	0.9%	-2.8	12.7%	4.4%
Cc1ccc2c(c1)NCC(C(=O)NC1CCC(C)CC1)O2 (configuration not stated)
  0.8%	-28.4%	2.6%	8.0%	i	4.8%	-0.6	19.7%	-7.5%
Cc1c(C)c2ccc(OCC(=O)N3CCC(C(=O)O)CC3)c(C)c2oc1=O
  15.5%	-20.3%	236.8%[activator]	-7.7%	-9.2%	-0.4%	5.7	24.8%	-6.6%
Cc1cc(C)c2c3c(c(-c4ccccc4)n2n1)c(=O)n(C)c(=O)n3C
  11.1%	-11.2%	3.8%	16.4%	i	-1.0%	5.5	2.0%	-13.6%
CC(OC(=O)c1cccc(S(=O)(=O)N2CCOCC2)c1)C(=O)NC1CCCCC1C (configuration not stated)
  3.6%	-12.3%	0.5%	11.9%	-6.8%	-2.6%	-3.9	49.6%[activator]	-3.7%
Cc1cc([N+](=O)[O-])nn1CC(=O)NNC(=S)Nc1ccc([N+](=O)[O-])cc1
  9.1%	-23.7%	-3.9%	-19.0%	0.4%	37.3%[activator]	-3.6	-3.0%	5.8%
CCC12CN3CC(CC)(CN(C1)C3c1ccccc1Cl)C2O (configuration not stated)
  14.2%	-0.3%	-1.6%	-4.4%	-0.2%	?	0.1	9.8%	-0.7%
CN1C(=O)C2CN(CCc3ccccc3)CNC2N(C)C1=O (configuration not stated)
  3.6%	-11.7%	2.9%	4.5%	1.8%	9.8%	-0.5	29.3%	-9.5%
CCC(C)(C)NC(=O)C(c1ccccc1)N(Cc1cccnc1)C(=O)c1csnn1 (configuration not stated)
  4.0%	-20.8%	11.0%	13.2%	-2.5%	8.9%	-4.4	38.0%	15.4%
COc1cc2c3nnc(-c4ccc(F)cc4)c-3cn(Cc3ccc(C)cc3)c2cc1OC
  3.5%	31.6µM*	1.6%	21.5%	i	-12.1%	6.8	48.6%[activator]	?
Cc1cccc(OCCC(=O)NCC(=O)Nc2cccc(C)c2C)c1
  25.3%	-19.2%	-1.5%	-2.9%	1.9%	-4.4%	-0.5	24.6%	7.6%
O=C(Cc1ccccc1F)N1CCN(S(=O)(=O)c2ccc(Cl)cc2)CC1
  2.7%	-16.6%	5.4%	26.6%	i	-4.0%	-2.7	62.2%[activator]	0.5%
CCOc1cc(/C=N/Nc2ncc(C)c(=O)[nH]2)ccc1O
  0.0%	-21.6%	-5.9%	-3.4%	-7.7%	32.5%[activator]	0.2	35.4%	-1.1%
Cn1c(=O)c2c(nc(NC3CCCCC3)n2CC(=O)C23CC4CC(CC(C4)C2)C3)n(C)c1=O
  -5.7%	-5.0%	0.0%	16.5%	-1.6%	1.0%	-1.6	34.6%	6.2%

# The closing 2 entries of the section above are carried over, then new ones follow:
# Each structure is followed by: mIDH1 inhibitor	USP1 inh	TrxR1 substrate	TrxR1 inh	PGK inhibitor	GLS inh	PI4K2A block	HP1b binding inh	Pin1 inh
CCOc1cc(/C=N/Nc2ncc(C)c(=O)[nH]2)ccc1O
  0.0%	-21.6%	-5.9%	-3.4%	-7.7%	32.5%[activator]	0.2	35.4%	-1.1%
Cn1c(=O)c2c(nc(NC3CCCCC3)n2CC(=O)C23CC4CC(CC(C4)C2)C3)n(C)c1=O
  -5.7%	-5.0%	0.0%	16.5%	-1.6%	1.0%	-1.6	34.6%	6.2%
COc1cc2c(cc1OC)C(C)N(C(=O)c1cccc([N+](=O)[O-])c1)CC2 (configuration not stated)
  6.5%	3.8%	5.5%	20.2%[57.1 µM]	3.6%	-1.8%	0.0	?	0.4%
COc1cccc(NC(=O)c2ccc(NC(=O)C3CC(=O)OC34CCCCC4)cc2)c1 (configuration not stated)
  9.4%	-22.1%	1.8%	36.2%[activator]	i	2.7%	-0.8	19.1%	1.8%
CCCCNS(=O)(=O)c1ccc(S(=O)(=O)NCc2ccncc2)cc1
  -0.8%	-15.4%	10.2%	14.2%	-5.7%	1.4%	0.6	15.7%	0.4%
O=C(C(=O)N1CCc2ccccc2C1)c1cn(CC(=O)N2CCCCC2)c2ccccc12
  -3.3%	-6.5%	-2.4%[57.1 µM]	-9.2%[57.1 µM]	-5.4%	5.6%	-2.1	38.1%	-2.5%
COc1ccc(CN2CC(=O)N(c3cc(Cl)ccc3C)C2=S)cc1OC
  -1.3%	?	-2.9%	11.3%	-2.1%	13.1%	5.8	6.8%	-3.5%
Cn1c(N)c(C(=O)COC(=O)c2ccc([N+](=O)[O-])o2)c(=O)n(C)c1=O
  1.5%	-17.6%	-5.7%	?	-9.3%	1.3%	3.8	21.1%	-18.5%
CCOc1cc(S(=O)(=O)NCCc2ccc(OC)c(OC)c2)c(OCC)cc1-n1cnnn1
  4.2%	-1.1%	4.9%[57.1 µM]	0.2%[57.1 µM]	i	-3.1%	1.6	29.5%	-7.6%
